Screening results deposited in PubChem by several laboratories.
MT stabilize HCS – stabilizes microtubules in HeLa cells; HeLa tubulin immunostaining HCS, 24 h; share of cells brighter than vehicle mean+2SD; % tubulin-high responders, % at 10 µM; actives 0.83% (n = 200,000);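 active = plate Z-score above 3 for both tubulin-high and condensed-nucleus cell shares, with cell loss under 80%, at 10 µM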;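 also: anti alpha tubulin signal scored within the nucleus-defined area of each cell; some results filed as inactive read as strong as hits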
bCat nuc transl – modulators of beta-catenin nuclear translocation; HeLa beta-catenin nuclear translocation, immunofluorescence imaging; nuclear translocation activity, % at 5 µM; actives 0.3% (n = 190,000); AID 1665;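 active = nuclear translocation activity above 50% at 5 µM, with a well cell count of 50 or more; inconclusive = wells under 50 cells across six images, flagged as toxic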;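 also: per-cell ratio of nuclear to cytoplasmic median beta-catenin stain intensity; plate controls were DMSO negative control for no effect and GSK-3 inhibitor IX positive control for full effect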
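Signal – beta-catenin immunofluorescence imaging with DAPI · Test system – human HeLa cell line · Dosing – 5 µM primary single dose, 0.1% DMSO, 0.02–20 µM confirmation series · Measure – % activation, nuclear-to-cytoplasmic median beta-catenin signal ratio per cell · Incubation – 24 h compound exposure at 37°C, 5% CO2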
Insulin prom up – MIN6 insulin promoter up-regulation | MIN6 insulin promoter-GFP reporter, high-content imaging; stronger effect = higher value | z-score at 5 µM | actives 0.3% (n = 190,000) | AID 1625;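 active = z-score above 3 at 5 µM with at least 500 cells counted in the well; inconclusive = wells under 500 cells, flagged as cytotoxic or low count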
Autophagy mod – alters autophagy in cells | MEF GFP-LC3 puncta imaging; test concentration mostly 10 µM | AID 463193 | actives 0.98% (n = 190,000) | calls only at 10 µM (by protocol);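 active = percentage of spot-positive cells more than 3 SD above its plate mean, without a fluorescence outlier flag or 80% toxicity; inconclusive = no clear call, values can overlap the other calls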;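 also: spot-positive cell cutoff set from DMSO-treated cells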
Yfh1-depleted yeast – mitochondrial function rescue without frataxin homolog – Friedreich's ataxia, plus single-dose screen, dose response (AID 1465). S. cerevisiae Yfh1-off respiration, WST-1 reduction, 72 h; higher fold induction means a stronger effect. fold induction at 50 µM, or EC50 in µM where a hit was titrated. actives 0.074% (n = 220,000);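 active = fold induction of absorbance versus untreated yeast above a set limit, then at least 30% activation at any dose in follow-up; inconclusive = repeats straddling the limit, or above it without dose testing; inactive = fold induction below the set limit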;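 also: activators that raise dye reduction in frataxin-depleted yeast; strong numbers were not always called active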
WT yeast gro inh – growth inhibition of WT yeast, mitochondrial fusion screen | actives 2.1% (n = 190,000) | inhibition, % at 10 µM | AID 1362 | mitochondrial fusion phenotypic screen, WT strain; in the data active = inhibition above about 58%; tested in S. cerevisiae
Dynein transport – dynein cargo transport inhibition; 3617.4 mouse cells, GR-EGFP nuclear translocation imaging; test concentration mostly 20 µM; stimulated with dexamethasone, 1 µM; stronger effect = lower value; z-score, hits read low; actives 0.47% (n = 220,000); AID 1381;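 active = plate z-score of nuclear minus cytoplasmic receptor signal below a set negative limit, without overly bright fluorescence or cell loss, cut at about -3.5 in these data, passing the limit was not always enough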;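 also: z-score of nuclear minus cytoplasmic ring GR-EGFP intensity difference per well; some compounds called inactive have numbers as strong as hits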
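Buffer or medium: tetracycline-free induction medium containing charcoal-stripped FBS / Reagent: dexamethasone agonist, 1.0 µM final, for 30 min / Technique: automated 10x imaging of fixed Hoechst-stained cells / Times: induction 48 h, compound 1 h, agonist 30 min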
HEK293 NOD2/NF-kB – NOD2 signaling inhibitors, cell-based, luminescence, uHTS, HEK293 (AID 1566). HEK293 NOD2/NF-kB luciferase reporter, luminescence; higher % means a stronger effect. one-dose inhibition, % at 4 µM; EC50 in µM for titrated hits. actives 0.63% (n = 290,000); in the data active = inhibition above about 50%; also: many of its hits are not listed in these tables
Hep lipid drop – hepatic lipid droplet formation modulation; AML12 mouse hepatocytes, oleate lipid droplets, BODIPY imaging; inhibition, % at 6.5 µM; actives 0.4% (n = 240,000); AID 1656;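 active = lipid droplet intensity inhibited by at least 50%, with more than 500 cells counted; inconclusive = wells with under 300 cells, treated as cytotoxic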
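Assay system: AML12 mouse liver cells | Compound: 6.5 µM single-point dosing | Schedule: Overnight exposure | Technique: Fluorescence imaging, 20x objective, two fields per well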
WT yeast gro inh mutant strain – further read-out of WT yeast gro inh, marked with its call; inhibition, %; mitochondrial fusion phenotypic screen, mutant strain inhibition
Dynein transport cytoplasmic EGFP – second read-out of Dynein transport, no call of its own (marks repeat the call); z-score; measured here: cytoplasmic GR-EGFP intensity; stronger effect = higher value
Dynein transport nuclear GR-EGFP – also measured in Dynein transport; calls as there; z-score; measured here: nuclear GR-EGFP intensity;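 lower value marks the stronger effect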
Dynein transport cell count – second read-out of Dynein transport, no call of its own (marks repeat the call); z-score; measured here: cell count per field
Insulin prom up cell count – recorded beside Insulin prom up, whose call it bears; cell count; measured here: cytotoxicity, nuclei count;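 total cells summed across four imaged fields per well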
Hep lipid drop cells 6.5 µM – recorded beside Hep lipid drop, whose call it bears; cell count; measured here: cell count, cytotoxicity flag;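 cells counted across two imaged fields per well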
bCat nuc transl cell count 5 µM – recorded beside bCat nuc transl, whose call it bears; cell count; measured here: cell count, cytotoxicity flag
MT stabilize HCS Hoechst-high % – further read-out of MT stabilize HCS, marked with its call; % Hoechst-high responders; measured here: nuclear condensation Hoechst responders;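 share of cells brighter than vehicle mean plus two SD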
MT stabilize HCS cytotoxicity % – also measured in MT stabilize HCS; calls as there; toxicity, %; measured here: cytotoxicity by cell density;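 0% = mean cell density of plate MIN control wells and 100% = no cells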
Autophagy mod cell loss 18 h – recorded beside Autophagy mod, whose call it bears; toxicity, %; measured here: cell loss, nuclei count;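 cell loss after 18 h compound exposure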
Starred values were filed as active, the others as inactive; i = inactive; ? = inconclusive; . = not tested or not shown. The list is partial; count on the stated rates, not on these rows.

SMILES | MT stabilize HCS | MT stabilize HCS Hoechst-high % | MT stabilize HCS cytotoxicity % | bCat nuc transl | bCat nuc transl cell count 5 µM | Insulin prom up | Insulin prom up cell count | Autophagy mod | Autophagy mod cell loss 18 h | Yfh1-depleted yeast | WT yeast gro inh | WT yeast gro inh mutant strain | Dynein transport | Dynein transport cytoplasmic EGFP | Dynein transport nuclear GR-EGFP | Dynein transport cell count | HEK293 NOD2/NF-kB | Hep lipid drop | Hep lipid drop cells 6.5 µM
O=C(Cn1cnc2ccccc2c1=O)N1CCc2ccccc2C1 | 3.7 | 2.5 | 5.8 | 4.3 | 1042 | -0.59 | 1153 | i | -4 | i | -13 | -9 | -0.41 | -0.26 | -0.82 | 0.85 | 28% | -3 | 668
CC1CC(CC(C)C(=O)Nc2nncs2)C(=O)O1 (stereo not drawn) | 1.4 | 2.6 | 0.9 | . | . | 0.31 | 850 | i | -8 | i | -5 | -3 | -0.66 | -0.3 | -0.22 | 0.31 | -2% | . | .
Cc1cc2c(ccc3c2no[n+]3[O-])nn1 | 5.1 | 3.0 | 9.0 | 1.5 | 645 | -1.6 | 936 | i | 10 | i | -11 | -4 | 0.2 | -0.16 | 0.47 | -0.9 | 19% | . | .
CC(=O)Oc1ccc(C(=O)Nc2nccs2)cc1 | 2.7 | 4.1 | 5.0 | . | . | 0.46 | 999 | i | 6 | i | 5 | -6 | -1.1 | -0.28 | -0.64 | 1.1 | -14% | . | .
CCCCCOc1ccc(NC(=O)C(=O)NCCCn2ccnc2)cc1 | 2.2 | 1.1 | 2.7 | -3.6 | 1236 | -2 | 1023 | i | 37 | i | -2 | -6 | -0.59 | -0.35 | -0.22 | 0.5 | -14% | -3 | 782
COc1cc(NC(=O)c2ccc(Br)o2)c(C(=O)O)cc1OC | 2.8 | 3.3 | 30 | . | . | 0.75 | 1298 | i | -2 | i | 0 | 5 | 0.3 | -0.3 | 0.46 | 1.2 | -8% | 2 | 751
CCOC(=O)CC(Nc1nc(N2CCOCC2)nc(N2CCOCC2)n1)c1ccccc1Cl (stereo not drawn) | 5.1 | 3.8 | 13 | . | . | . | . | i | -13 | i | 9 | 7 | -0.96 | -0.27 | -0.24 | 0.15 | 2% | . | .
O=C1c2ccccc2C(=O)N1CCCP(=O)(O)CCc1ccccc1 | 3.5 | 2.5 | 7.5 | -5.9 | 1130 | 0.5 | 1212 | i | -3 | i | -31 | 0 | -0.49 | -0.19 | 0.091 | 0.045 | 3% | 3 | 795
C=CCSc1nnc2n(-c3ccccc3OC)c(=O)c3c4c(sc3n12)CCC4 | 3.3 | 2.0 | 6.2 | . | . | 1.1 | 1265 | i | -59 | i | 4 | -2 | -1.3 | -0.18 | -0.36 | -0.013 | 7% | -2 | 751
CCOC(=O)C1C2C=CC3(CN(CCc4ccccc4)C(=O)C13)O2 (stereo not drawn) | 4.0 | 1.3 | 5.3 | -2.5 | 555 | . | . | i | -3 | i | -9 | -12 | -1 | -0.25 | -0.83 | -0.051 | 11% | -2 | 732
CCOC(=O)COc1ccc(S(=O)(=O)NCc2cccnc2)cc1 | 3.3 | 2.0 | 6.2 | 0.3 | 1016 | -0.69 | 1351 | i | 0 | i | 0 | 4 | 0.89 | -0.15 | 0.45 | -0.12 | -3% | 21 | 746
CCn1c(COc2ccc(=O)n(-c3ccccc3)n2)nnc1SCc1ccccc1 | 1.0 | 1.7 | 12 | -5.3 | 1078 | 0.4 | 1933 | i | 0 | i | -16 | -22 | . | . | . | . | 7% | 10 | 680
Cc1ccc(S(=O)(=O)N2CCOCC2)cc1C(=O)Nc1ccc2c(c1)CCC2 | 2.0 | 1.8 | 4.9 | -1.1 | 1051 | 0.5 | 1182 | i | -11 | i | 13 | 1 | 0.2 | -0.19 | 0.27 | 0.69 | 3% | -9 | 662
COc1cc2ccccc2cc1C(=O)NC(=S)Nc1cc(C(=O)O)ccc1C | 4.6 | 1.9 | 3.3 | 1.4 | 1214 | -0.42 | 1214 | i | 11 | i | 17 | 5 | 1 | -0.13 | 0.8 | -0.82 | 20% | 10 | 680
COCCNc1c2c(nc3c(-c4ccccc4)c(C)nn13)CCCC2 | 3.4 | 2.3 | 1.1 | . | . | . | . | i | -2 | i | 20 | -42 | 0.92 | 0.04 | 0.35 | -1.1 | 16% | . | .

Overlap with the part before: three compounds, followed by the next part.
SMILES | MT stabilize HCS | MT stabilize HCS Hoechst-high % | MT stabilize HCS cytotoxicity % | bCat nuc transl | bCat nuc transl cell count 5 µM | Insulin prom up | Insulin prom up cell count | Autophagy mod | Autophagy mod cell loss 18 h | Yfh1-depleted yeast | WT yeast gro inh | WT yeast gro inh mutant strain | Dynein transport | Dynein transport cytoplasmic EGFP | Dynein transport nuclear GR-EGFP | Dynein transport cell count | HEK293 NOD2/NF-kB | Hep lipid drop | Hep lipid drop cells 6.5 µM
Cc1ccc(S(=O)(=O)N2CCOCC2)cc1C(=O)Nc1ccc2c(c1)CCC2 | 2.0 | 1.8 | 4.9 | -1.1 | 1051 | 0.5 | 1182 | i | -11 | i | 13 | 1 | 0.2 | -0.19 | 0.27 | 0.69 | 3% | -9 | 662
COc1cc2ccccc2cc1C(=O)NC(=S)Nc1cc(C(=O)O)ccc1C | 4.6 | 1.9 | 3.3 | 1.4 | 1214 | -0.42 | 1214 | i | 11 | i | 17 | 5 | 1 | -0.13 | 0.8 | -0.82 | 20% | 10 | 680
COCCNc1c2c(nc3c(-c4ccccc4)c(C)nn13)CCCC2 | 3.4 | 2.3 | 1.1 | . | . | . | . | i | -2 | i | 20 | -42 | 0.92 | 0.04 | 0.35 | -1.1 | 16% | . | .
C=CCNC(=O)c1snnc1-c1ccccc1 | 2.8 | 1.8 | 5.2 | -12 | 932 | . | . | i | -8 | i | . | . | 2.8 | -0.23 | 1.6 | -1.6 | 7% | 2 | 768
COc1ccc(C(=O)CSc2nnc(-c3ccc(C)cc3)o2)cc1 | 2.6 | 2.0 | 6.1 | -1.2 | 1027 | 0.26 | 1668 | i | 28 | i | -1 | 11 | 0.23 | 0.0028 | -0.016 | 0.89 | -1% | -2 | 633
Cc1csc2ncc(C(=O)N3c4ccccc4CC3C)c(=O)n12 (stereo not drawn) | 6.7 | 3.9 | 9.1 | -1.3 | 1100 | 1.6 | 2070 | i | -1 | i | 2 | -5 | -0.098 | -0.22 | 0.16 | -0.041 | 9% | -9 | 668
CCCC(=O)NNc1c2ccccc2nc2ccccc12 | 4.3 | 2.0 | 4.5 | -1.8 | 901 | -0.21 | 1226 | i | -4 | i | 52 | 18 | -0.61 | -0.23 | -0.56 | 0.61 | 2% | 26 | 608
Nc1c(Cl)ncnc1N/N=C/c1ccc2ccccc2n1 | 2.7 | 2.7 | 18 | -1.4 | 897 | ? | . | i | 16 | i | 42 | 43 | 0.3 | -0.23 | 0.28 | 0.34 | -55% | -89 | 481
N#Cc1ccc(COC(=O)c2ccc3c(=O)[nH]c(CN4CCOCC4)nc3c2)cc1 | 3.8 | 2.1 | 8.4 | -6.8 | 1168 | . | . | i | 0 | i | -6 | -12 | -0.27 | -0.21 | -0.23 | 0.74 | -21% | 7 | 780
CCOC(=O)C(NC(C)=O)(NC(C)C)C(F)(F)F (stereo not drawn) | . | . | . | -0.5 | 1360 | 0.49 | 1223 | . | . | i | . | . | 0.2 | -0.15 | 0.1 | -0.0057 | -6% | 4 | 736
COc1ccc(NC(=O)N2CCN(c3nc(-c4cccc(OC)c4)cs3)CC2)cc1 | 2.3 | 2.5 | 14 | -1.8 | 1282 | ? | . | i | 6 | i | 16 | -11 | 0.62 | -0.17 | 1.1 | 0.55 | 8% | -5 | 759
Cc1cc(Nc2nc3ccccc3[nH]c2=O)n(-c2ccccc2)n1 | 4.5 | 3.4 | 5.4 | 4.8 | 1201 | 0.36 | 1016 | i | -3 | . | 21 | 37 | 2.4 | -0.24 | 2.2 | -1.1 | 1% | . | .
S=C(NCCc1ccccc1)Nc1ccccc1Cl | 2.1 | 1.6 | 6.8 | -1.9 | 1099 | 0.14 | 1411 | i | 14 | i | 16 | 13 | -0.25 | -0.24 | -0.046 | 0.5 | -8% | -21 | 625
COc1cccc(-c2nc(SCC(=O)Nc3nc(-c4ccccc4)c(C)s3)[nH]c(=O)c2C#N)c1 | 2.3 | 1.4 | 4.4 | -0.4 | 1006 | . | . | i | 19 | i | 1 | -1 | -0.95 | -0.3 | -0.29 | 0.38 | 23% | -16 | 705
CCOC(=O)C1CCN(c2cc(=O)n(-c3ccccc3Cl)c(=O)[nH]2)CC1 | 3.3 | 2.3 | 3.2 | -1.1 | 1290 | -0.05 | 1182 | i | 0 | i | -10 | 4 | -0.54 | -0.097 | 0.028 | 0.68 | 6% | -9 | 689
COc1ccccc1N(C)S(=O)(=O)c1ccc(C(=O)OCC(=O)NCc2ccco2)cc1 | 6.1 | 2.6 | 8.7 | -2.2 | 1004 | 0.43 | 1330 | i | -1 | i | -8 | 5 | -0.47 | -0.2 | 0.021 | 0.71 | -9% | . | .
COc1ccc(OCC(=O)NNC(=O)C(=O)Nc2ccc(C)cc2)cc1 | 3.9 | 3.3 | 4.6 | . | . | 0.49 | 1174 | i | 1 | i | -5 | -14 | 0.58 | -0.28 | 0.2 | -0.18 | 9% | -7 | 698
O=C(NCc1ccccc1)c1c[nH]c2ccc(S(=O)(=O)Nc3ccc4c(c3)OCCO4)cc2c1=O | 3.7 | 1.8 | 9.8 | -1.5 | 986 | -0.19 | 1500 | i | -4 | i | -18 | -8 | -0.082 | -0.056 | 0.33 | -0.19 | 9% | . | .
